# Screening data deposited in PubChem by several laboratories.
# PKA-R1A activ = activators of PKA-R1A complex | AID 504707 | activation, % at 11.4 µM | P00514+P68181 | 0.083% of 340,000 active | PKA-R1A dissociation, Cy5-IP20 fluorescence polarization; scaled: DMSO 0%, 113 µM cGMP 100%;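 active means percent activation above the mean of all tested compounds plus 3 SD, cut at about 19% in these data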;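 further: higher means more PKAc released from R1A so a rise in polarization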
# Tat transport = E. coli Tat transport inhibition; 0.036% of 340,000 active; inhibition, % at 10 µM; E. coli MC4100 TorA-mCherry Tat export, fluorescence;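 active means mean replicate inhibition at least 50% and at least half of replicates individually reaching 50%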;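 further: exported cargo escapes ClpAP degradation while cytoplasmic cargo is degraded and loses fluorescence; 0% = median of neutral control wells and 100% = median of NaSCN control wells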
# PfHsp90 set2 = reduces growth (ATP signal) of yeast expressing P. falciparum Hsp90; 0.32% of 310,000 active; inhibition, % at 9.4 µM; S. cerevisiae expressing PfHsp90, BacTiter-Glo ATP, 48 h; yeast lacking PDR1 and PDR3 efflux regulators;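 active means every replicate shows inhibition above about 80%, whatever the replicate mean, limit read from the data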;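 further: 0% = DMSO neutral controls and 100% = 20 µM radicicol positive controls; yeast relying on Plasmodium falciparum Hsp90 in place of its own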
# MOR-DOR ag = agonists of human mu-delta opioid receptor heterodimerization. activation, % at 9.3 µM. P35372+P41143. AID 504326. cells, OPRM1-OPRD1 heterodimerization, luminescence. 0.3% of 340,000 active; in the data active means activation above about 18%;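 further: 0% = vehicle-treated cells and 100% = reference agonist; values of inactives mirror those of a sister screen read the other way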
# AddAB inh = less growth of phage-infected E. coli with AddAB; E. coli expressing H. pylori AddAB, absorbance growth; inhibition, % at 11.9 µM; 0.29% of 330,000 active; in the data active means inhibition above about 12%;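 further: 0% = vehicle wells of infected cells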
# MOR-DOR inv ag = mu-delta opioid heterodimer inverse agonism. P35372+P41143. cell-based MOR-DOR heterodimer luminescence. inhibition, % at 9.3 µM. 0.21% of 340,000 active; in the data active means inhibition above about 22%, passing the limit was not always enough;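 further: 0% = cells with DMSO and 100% = wells without cells with DMSO; values of inactives mirror those of a sister screen read the other way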
# E coli growth = counter-screen for AddAB inhibitors: E. coli growth inhibition | E. coli V3065 growth, OD600 absorbance, 18 h | inhibition, % at 11.9 µM | 0.27% of 330,000 active | AID 449728;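 active means inhibition above the campaign's mean inhibition across all tested compounds plus 3 SD, cut at about 9.9% in these data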;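 further: uninfected addAB+ strain grown without phage in ampicillin broth; 0% = DMSO wells and 100% = ciprofloxacin 0.95 µg/ml wells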
# phage Ecoli inh = E. coli growth loss with phage present. AID 651602. 0.26% of 360,000 active. inhibition, % at 11.9 µM. growth absorbance; in the data active means inhibition above about 11%
# Arrestin-AP2 inh = blocks beta-arrestin peptide binding to AP2 adaptin. FITC-arrestin peptide / GST-AP2 beads, flow cytometry; AP2 beta2 appendage carries R879A mutation. inhibition, % at 10 µM. AID 504490. 0.31% of 340,000 active;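 active means inhibition above a set limit, near 3 SD of compounds lacking own fluorescence, cut at about 54% in these data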;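 further: plate controls were DMSO wells for no effect and 5 µM unlabelled arrestin peptide for full effect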
#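 Measured by: flow cytometry, FL1 (488/535 nm); Material: AP2 appendage R879A on GSH beads; Evaluation: percent response; Timing: pre-incubation 12 min, peptide binding 1 h, room temperature; Also added: 50 nM FITC-arrestin peptide; Medium: PBS with 0.05% Tween 20 and 0.1% BSA.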
# DSG3 Ab inh = blocks pemphigus antibody binding to human desmoglein-3; P32926; DSG3-coupled beads, scFv-anti-DSG3-GFP binding, flow cytometry; hits give low values; binding (percent of control), % at 10 µM; 0.48% of 310,000 active;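 active means binding more than 3 SD below its plate's average and above zero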;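 further: hits lower antibody fragment binding to DSG3; some compounds called inactive have numbers as strong as hits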
# Target sequence (P32926 whole entry, looked up, the tested form may be a part): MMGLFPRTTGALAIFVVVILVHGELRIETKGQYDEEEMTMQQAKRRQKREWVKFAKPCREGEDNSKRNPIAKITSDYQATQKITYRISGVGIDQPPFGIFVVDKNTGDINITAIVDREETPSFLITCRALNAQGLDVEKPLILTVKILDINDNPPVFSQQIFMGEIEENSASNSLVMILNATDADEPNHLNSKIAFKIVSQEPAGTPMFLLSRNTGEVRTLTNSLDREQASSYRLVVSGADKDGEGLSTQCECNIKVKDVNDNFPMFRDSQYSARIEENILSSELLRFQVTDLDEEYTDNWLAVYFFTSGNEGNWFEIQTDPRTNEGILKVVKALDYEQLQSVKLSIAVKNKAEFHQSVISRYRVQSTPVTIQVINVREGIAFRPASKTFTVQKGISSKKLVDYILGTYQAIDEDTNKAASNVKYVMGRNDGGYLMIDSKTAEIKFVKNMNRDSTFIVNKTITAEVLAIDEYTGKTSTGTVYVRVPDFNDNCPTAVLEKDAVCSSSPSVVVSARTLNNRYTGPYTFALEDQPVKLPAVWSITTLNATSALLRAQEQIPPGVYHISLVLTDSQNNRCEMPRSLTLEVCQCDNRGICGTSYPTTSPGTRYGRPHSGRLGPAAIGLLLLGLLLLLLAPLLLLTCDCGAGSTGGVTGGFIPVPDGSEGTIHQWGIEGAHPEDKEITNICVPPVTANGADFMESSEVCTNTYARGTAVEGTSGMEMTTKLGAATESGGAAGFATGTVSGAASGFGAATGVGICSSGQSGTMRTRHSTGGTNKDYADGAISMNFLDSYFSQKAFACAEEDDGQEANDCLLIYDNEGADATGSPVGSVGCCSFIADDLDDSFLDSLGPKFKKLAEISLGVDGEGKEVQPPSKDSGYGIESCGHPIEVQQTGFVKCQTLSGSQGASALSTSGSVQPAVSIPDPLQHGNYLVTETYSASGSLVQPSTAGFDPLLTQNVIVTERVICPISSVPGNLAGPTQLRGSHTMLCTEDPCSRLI
# Mot1-301 SUMO = inhibitors of SUMOylation pathway: yeast Mot1-301 growth rescue | S. cerevisiae Mot1-301 growth rescue, ATP luminescence, 38.5C; percent above DMSO median, 100 means doubled | 1% of 320,000 active | growth rescue, % at 18.8 µM;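 active means every valid replicate shows activation above 250% relative to neutral control wells; inactive means the rest, any valid replicate at or below 250%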;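 further: OY570 slx delta 5 strain wells were the positive control but not used for scaling; some compounds called inactive have numbers as strong as hits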
# Active calls of the source: *; / = not tested or not shown. Rows are unselected; about 2.8% have a hit in one of these screens.
SMILES,PKA-R1A activ,Tat transport,PfHsp90 set2,MOR-DOR ag,AddAB inh,MOR-DOR inv ag,E coli growth,phage Ecoli inh,Arrestin-AP2 inh,DSG3 Ab inh,Mot1-301 SUMO
Cc1cccc(C(=O)OCC(=O)NC(C)C2CC3CCC2C3)c1O (stereo unspecified),-0.6,3.5,-12.8,0.0,0.0,0.1,-0.3,0.1,17.1,100.3,19.0
CC(=O)Nc1ccc(C(=O)NC(CC(=O)O)c2ccc(Cl)cc2)cc1 (stereo unspecified),-9.2,-8.4,-6.1,-1.5,2.1,8.1,2.2,1.6,4.8,93.9,13.7
Cc1ncc(CO)c(/C=N/NC(=S)Nc2ccc(Cl)c(Cl)c2)c1O,-1.9,-2.5,28.2,0.6,1.3,-3.8,2.7,4.8,-14.0,101.2,-20.2
COc1cc(OC)cc(/C(N)=N/O)c1,1.3,-10.9,7.7,-3.0,0.3,15.2,0.2,2.6,6.8,108.0,8.3
[2H]c1c([2H])c([2H])c(-c2nc(N3CCCCCC3)sc2C(=O)c2ccccc2)c([2H])c1[2H],4.8,6.5,6.9,3.5,1.9,-16.1,-0.9,3.0,-3.2,99.3,-19.0
Cc1ccc2c(c1)nnn2C1CCN(S(=O)(=O)c2ccc(C(=O)NC3CCCC3)cc2)CC1,5.5,-3.9,/,-0.3,1.9,1.9,0.3,5.2,1.1,102.7,0.5
CCCN1CCN(CC(O)COC(c2ccc(OC)cc2)c2ccc(OC)cc2)CC1 (stereo unspecified),-8.3,0.6,20.3,-4.1,-1.2,19.8,2.0,-0.6,-15.3,97.5,-19.0
O=C(NC(=S)NCc1ccco1)c1ccc([N+](=O)[O-])cc1,-14.2,5.0,-8.9,7.2,-1.6,-34.8,-1.0,1.5,10.1,/,34.7
CCOc1cccc2c1OC(c1cc(OC)c(OC)c(OC)c1)N1N=C(c3ccc(C)o3)CC21 (stereo unspecified),1.7,-9.9,-2.9,-1.5,1.2,10.1,-3.1,/,1.7,221.4,-3.3
CC1CN(c2ccccc2)c2nc3c(c(=O)[nH]c(=O)n3C)n2C1 (stereo unspecified),-3.2,16.7,26.6,-2.2,1.1,10.5,-0.2,1.0,-12.9,93.1,-6.2
O=C(CSc1nnnn1C1CC2C=CC1C2)Nc1ccc(C(=O)O)cc1 (stereo unspecified),7.2,-9.1,22.0,-0.4,-2.5,2.5,0.4,5.0,-19.4,100.9,-5.8
CSc1nc(N)nc(SCC(=O)c2ccccc2)c1C#N,-8.1,-10.6,29.0,1.1,1.3,-4.5,-1.7,-1.4,4.4,/,-8.1
Cc1ccc(NC(=O)CCn2nc(C)cc2C)c(C)c1,8.7,3.6,3.3,-1.7,2.7,9.7,-0.2,-0.9,-4.1,105.1,-21.7
CCOC(=O)c1cc(=O)n2[nH]c(-c3ccc(C)cc3)cc2n1,-0.5,-6.2,6.7,-0.7,1.0,4.1,2.0,2.4,7.5,101.4,43.5
O=C(CN1C(=O)C2C3c4ccccc4C(c4ccccc43)C2C1=O)Nc1ccccc1C(=O)O (stereo unspecified),-11.1,-6.4,-10.6,-1.4,2.9,6.4,-2.4,3.5,-0.6,98.3,7.2
COc1ccccc1CN(Cc1cc2cc3c(cc2[nH]c1=O)OCCO3)Cc1nnnn1Cc1ccco1,-2.8,-3.8,-26.2,-1.0,0.1,5.7,1.2,-0.6,5.6,101.4,-14.7
CC(=O)N1CCc2cc(S(=O)(=O)Nc3ccc(C)cc3)ccc21,-1.6,-7.3,5.0,2.9,1.0,-13.8,0.1,1.3,39.0,103.0,3.8
O=C(Nc1nc2nc(-c3ccccc3)cc(=O)n2[nH]1)c1ccccc1,2.9,2.0,25.2,-1.2,3.2,7.0,0.2,4.8,2.9,113.5,1.4
Cc1csc(NC(=O)c2cccs2)n1,-3.3,-4.5,21.2,-0.8,0.5,4.3,0.0,2.7,22.3,72.8,-8.2
CCCCn1c(-c2ccc(Br)cc2F)nc2c1c(=O)[nH]c(=O)n2CC(C)C,0.8,6.5,1.4,8.4,2.2,-69.3,-1.4,-0.6,39.3,55.8*,-9.4
O=C(Nc1cccc(S(=O)(=O)N2CCCCC2)c1)C1COc2ccccc2O1 (stereo unspecified),1.8,3.2,4.1,3.5,2.5,-14.1,1.2,3.9,-15.3,95.2,-4.2
CC1CCCN(C(=O)Cn2nnc(-c3ccc(N(C)C)cc3)n2)C1 (stereo unspecified),5.9,-11.6,-14.0,-0.1,0.3,0.7,1.5,/,6.7,112.8,-14.9
Cc1ccc(C)c2c3c([nH]c12)-c1nonc1CC3,-12.2,-8.2,-20.2,3.2,2.4,-19.1,-1.1,1.8,-24.7,98.8,-2.6
COCCCNC(=O)Cn1ncc2ccsc2c1=O,-0.1,-7.8,-25.5,-0.1,-2.3,0.7,-1.8,0.5,-2.0,104.3,-11.1
CCOc1ccc(-n2nnc3c(=O)n(CC(=O)NCc4ccco4)cnc32)cc1,0.5,-0.5,-17.7,-3.6,-0.8,18.1,-0.1,-0.9,12.7,100.2,138.6
SMILES,PKA-R1A activ,Tat transport,PfHsp90 set2,MOR-DOR ag,AddAB inh,MOR-DOR inv ag,E coli growth,phage Ecoli inh,Arrestin-AP2 inh,DSG3 Ab inh,Mot1-301 SUMO
CCS(=O)(=O)N1Cc2ccccc2CC1C(=O)Nc1ncc(C)s1 (stereo unspecified),-10.4,4.1,-3.3,-2.0,2.7,10.6,-0.4,4.6,10.5,99.4,-2.5
Cc1sc(NC(=S)NC(=O)c2ccco2)c(C(N)=O)c1C,14.6,-0.6,-3.3,-0.5,1.7,2.7,0.2,5.3,7.8,98.6,70.9
O=C(O)Cc1csc(-c2ccccc2)n1,-2.3,13.2,0.2,-2.1,1.4,11.9,-2.2,7.5,-7.9,101.2,5.0
CCOC(=O)Cn1nnc2c(sc3nc4c(c(-c5ccc(Cl)cc5)c32)CCC4)c1=O,-1.0,5.2,5.7,-2.3,0.7,12.2,-0.8,0.7,-1.1,101.4,-1.7
C/C(=N\NC(=O)c1ccoc1C)c1ccccc1O,-8.3,-2.6,-1.7,0.4,2.2,-2.1,-1.9,-0.9,-5.3,104.9,-5.6
O=C(COC(=O)c1cnccn1)c1ccc(OC(=O)c2ccccc2)cc1,-2.2,0.9,7.4,-1.3,1.6,7.2,0.9,2.6,-0.4,112.5,/
CCC(Sc1nc2c(cnn2-c2ccc(Cl)cc2)c(=O)[nH]1)C(=O)OC (stereo unspecified),3.2,-11.7,-45.0,-2.0,96.7*,10.8,43.1*,1.5,-6.5,86.8,19.7
O=c1ccc(-c2ccccc2)nn1Cc1ccc(Cl)cc1,-16.2,-2.7,-2.2,0.0,0.7,-0.2,0.3,5.8,-5.2,122.9,12.5
O=[N+]([O-])c1ccc(N/N=C/c2c[nH]c3ccccc23)c(S(=O)(=O)Nc2ccc(Cl)cc2)c1,-0.8,-6.1,-1.9,-2.4,4.8,14.8,0.5,6.8,-1.3,124.0,-6.7
CCC(=O)Nc1ccc(NC(=O)c2cccc3c(Br)cccc23)cc1,-10.9,2.7,-7.0,-0.8,0.7,4.0,-0.8,-0.1,-8.0,98.2,0.8
Cc1cccc(CCN2CCN=C2Nc2ccccc2)c1,1.2,-9.1,/,-2.2,3.4,12.2,3.8,4.0,-0.2,98.6,-1.1
NS(=O)(=O)c1ccc(CNC(=O)/C=C/c2ccc(S(=O)(=O)N3CCOCC3)cc2)cc1,-9.5,27.4,6.7,2.8,-0.2,-14.3,-0.5,1.6,-8.7,87.1,13.0
COc1ccc2cc(C(c3nnnn3CC3CCCO3)N3CCOCC3)c(=O)[nH]c2c1 (stereo unspecified),0.3,4.8,2.5,-2.7,2.1,13.8,-1.7,3.7,24.7,/,-24.5
Cc1ccccc1C(=O)NC(=S)NC1CC1,-6.5,-0.5,-25.0,-0.6,-0.7,2.5,-1.9,1.9,2.4,101.2,10.1
CC1CN(S(=O)(=O)c2ccc(CN3C(=O)c4cccnc4C3=O)s2)c2ccccc2O1 (stereo unspecified),-11.1,-5.8,1.8,-1.3,3.9,6.6,-2.9,4.4,3.1,103.8,-10.2
CCOC(=O)C1CCN(C(=O)c2ccc(C)c(S(=O)(=O)N3CCCC3)c2)CC1,-2.3,10.8,24.8,-0.8,-3.7,4.2,-1.7,1.2,33.1,/,-6.8
O=C(Cc1n[nH]c(=O)[nH]c1=O)N/N=C/c1ccccc1,-8.1,-7.3,-3.1,-1.4,1.4,8.1,1.1,1.4,-0.3,102.0,87.3
CSc1cccc(NC(=O)/C=C/c2ccco2)c1,-0.3,0.9,-19.0,-0.6,1.9,3.3,3.5,2.2,13.8,97.7,-1.7
C=CCc1ccccc1OCC(O)CN1CCN(CCO)CC1 (stereo unspecified),-4.6,-5.6,29.6,-0.7,0.0,3.2,-1.0,1.5,-13.4,105.4,-8.2
Cc1cccc(NC(=O)c2ccc(N3CCCCC3)c([N+](=O)[O-])c2)n1,8.2,-5.9,/,-2.1,0.1,12.1,-0.1,4.6,-0.8,100.2,-9.4
CC1(C)CC(=O)/C(=C(\O)Cc2ccccc2)C(=NCCCCCC(=O)O)C1,-7.8,0.1,-27.2,0.0,3.4,0.0,-0.8,3.1,21.4,91.7,5.7
CC(=O)c1c[nH]c(C(=O)NCc2ccccc2Cl)c1,-8.8,-3.8,-3.0,-3.1,1.9,15.5,-0.5,2.8,10.7,107.6,168.8
Cc1ccc(C)c(NC(=O)CCN2CCOCC2)c1,0.6,-1.8,/,0.6,1.5,-3.4,0.5,2.3,1.3,103.9,71.9
